# Screens as filed in PubChem.
# Mm-Cpn inhibitor = blocks the Methanococcus maripaludis chaperonin Mm-Cpn. AID 504842. purified Mm-Cpn ATPase, ADP Transcreener TR-FRET. hit rate 0.031% among 330,000. Potency, µM (doses to about 76.9 µM), without a hit: top-dose activity, negative = inhibition, usual class: inhibitors; further: potency means the concentration at half of the fitted maximal effect; on the % scale 0 is the no-effect control and ±100 the full control effect; nearly all actives have a fitted effect of over 80% in size
#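 Purified archaeal chaperonin (25 nM final) was preincubated with compound for 10 min at 37°C, then ATP (10 uM final) was added for 30 min at 37°C in Tris pH 7.4/KCl/MgCl2/DTT buffer. ADP was quantified by HTRF Transcreener TR-FRET.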
# EPAC1 ag = agonists of human EPAC1 | O95398 | EPAC1 agonist qHTS, biochemical assay; response scale: 100% = response to 6.5 mM cAMP | Potency, µM (doses to about 154 µM), without a hit: at the top dose activation, hits mostly activators | hit rate 0.073% among 360,000 | AID 720707; further: potency means the concentration at half of the fitted maximal effect; nearly all actives have a fitted effect of over 60% in size
# Target sequence (O95398 whole entry, looked up): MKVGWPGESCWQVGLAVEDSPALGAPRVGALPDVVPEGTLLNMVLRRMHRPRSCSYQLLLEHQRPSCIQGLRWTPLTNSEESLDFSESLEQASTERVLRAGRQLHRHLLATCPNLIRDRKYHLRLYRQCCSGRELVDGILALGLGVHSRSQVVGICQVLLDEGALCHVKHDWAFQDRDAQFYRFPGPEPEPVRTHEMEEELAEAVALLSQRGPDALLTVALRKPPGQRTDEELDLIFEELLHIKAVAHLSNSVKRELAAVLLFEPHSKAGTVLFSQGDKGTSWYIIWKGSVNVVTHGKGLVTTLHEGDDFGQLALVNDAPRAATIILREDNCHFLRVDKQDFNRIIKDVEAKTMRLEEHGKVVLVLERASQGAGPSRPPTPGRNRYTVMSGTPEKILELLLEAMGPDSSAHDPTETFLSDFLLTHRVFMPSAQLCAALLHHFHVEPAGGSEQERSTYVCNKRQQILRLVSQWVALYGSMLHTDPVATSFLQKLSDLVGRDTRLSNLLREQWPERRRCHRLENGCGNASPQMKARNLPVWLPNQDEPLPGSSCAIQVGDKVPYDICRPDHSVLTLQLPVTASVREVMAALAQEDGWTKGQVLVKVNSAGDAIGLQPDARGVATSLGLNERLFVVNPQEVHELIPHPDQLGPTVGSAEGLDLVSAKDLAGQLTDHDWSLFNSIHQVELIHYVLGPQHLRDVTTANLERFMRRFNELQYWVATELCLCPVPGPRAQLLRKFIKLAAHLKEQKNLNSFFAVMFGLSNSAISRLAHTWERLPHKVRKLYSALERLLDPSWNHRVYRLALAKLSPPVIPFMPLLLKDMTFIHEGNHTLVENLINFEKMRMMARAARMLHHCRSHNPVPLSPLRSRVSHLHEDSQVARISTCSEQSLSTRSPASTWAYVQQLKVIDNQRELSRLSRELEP
#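 EPAC1 100 nM, Rap1B–BODIPY-GDP 250 nM, unlabeled GDP 50 uM; compound titration; 5 min RT; kinetic read ex480/em540 at 5-min intervals ×30 min; data normalized to 6.5 mM cAMP agonist control.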
# WRN inhibitor = blocks human WRN helicase. Q14191. WRN helicase unwinding, fluorescent forked duplex, kinetic. Potency, µM (titrated, usually from 114 µM), without a hit: at the highest dose activity change, negative = inhibition, actives largely listed as inhibitors. hit rate 0.46% among 360,000. AID 651768; further: potency means the concentration at half of the fitted maximal effect; on the % scale 0 is the no-effect control and ±100 the full control effect; nearly all actives have a fitted effect of over 55% in size
#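 Fluorescence dequenching readout, ex 525 nm/em 598 nm, kinetic mode: forked duplex DNA (100 nM final) with adjacent fluorophore and quencher unwound by WRN (20 nM final) with 2 mM ATP. Compound preincubation 15 min, room temperature.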
# EPAC2 antagonist = EPAC2 (human) antagonism | EPAC2 GEF exchange of Rap1B-BODIPY-GDP, fluorescence | Potency, µM (top dose mostly 114 µM), without a hit: at the top dose activity, negative = inhibition, most hits filed as inhibitors | hit rate 0.18% among 360,000; further: potency means the concentration at half of the fitted maximal effect; on the % scale 0 is the no-effect control and ±100 the full control effect; nearly all actives have a fitted effect of over 45% in size; many of its hits are not listed in these tables
# PI5P4K alpha inh = blocks human PI5P4K alpha kinase activity; PI5P4Kalpha enzyme, ADP-Glo luminescence, 60 min; active compounds read low; max response, %; hit rate 1.2% among 330,000; AID 652105; active means max response of -50% or lower; inconclusive means between -30% and -50%; inactive means -30% or higher; further: value at the top dose of about 77 µM; on the % scale 0 is the no-effect control and ±100 the full control effect
#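 Enzyme plus substrate dispensed, test compounds pinned in, then ATP (5 microM final) added. After 60 min at RT, ADP-Glo reagent 1 for 45 min and reagent 2 for 30 min preceded luminescence imaging.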
# CCT modulator = modulators of cytosolic chaperonin (CCT/TRiC) activity; purified chaperonin ATPase assay, HTRF ADP detection, 30 min; activity change, % (test concentration not listed), hits read low; hit rate 0.3% among 360,000; AID 651819; in the data active means activity change below about -30%; further: on the % scale 0 is the no-effect control and ±100 the full control effect
#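 TRiC (40 or 20 nM final, by batch activity) in 30 mM Tris pH 7.4, 100 mM KCl, 5 mM MgCl2, 1 mM DTT was treated with compound at 76 uM single dose, then 10 uM ATP, 30 min at 37 °C. ADP was read by HTRF Transcreener.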
# PLK1 PBD block = blocks phosphopeptide binding to human PLK1 polo-box domain. P53350. Plk1 PBD binding of FITC phosphopeptide, fluorescence polarization. Potency, µM, without a hit: max response, negative = inhibition, most hits filed as inhibitors. hit rate 2.8% among 360,000; further: potency means the concentration at half of the fitted maximal effect; series mostly up to about 57 µM; on the % scale 0 is the no-effect control and ±100 the full control effect; nearly all actives have a fitted effect of over 65% in size
# EPAC1 antagonist = EPAC1 (human) antagonism. O95398. EPAC1 GEF assay, Rap1b-BODIPY-GDP exchange fluorescence. Potency, µM (doses to about 115 µM), for the others: top-dose activity change, negative = inhibition, actives largely listed as inhibitors. hit rate 0.14% among 360,000;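 further: potency means the concentration at half of the fitted maximal effect; plate controls were vehicle for no effect and positive control for full effect; nearly all actives have a fitted effect of over 50% in size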
# The depositor's hits bear a star; u = inconclusive; x = no result given; [ ] = dose if it differs, or a comment. Unless noted, the call rests on the fitted dose curve; in most records, active means well fitted curve in the direction sought with a large enough effect; inconclusive means small, poorly fitted or top-dose-only effect, or another doubt; inactive means no such curve, though single readings can be large; an effect the other way counts as inactive or inconclusive. The list is partial; count on the stated rates, not on these rows.
SMILES,Mm-Cpn inhibitor,EPAC1 ag,WRN inhibitor,EPAC2 antagonist,PI5P4K alpha inh,CCT modulator,PLK1 PBD block,EPAC1 antagonist
CC1CCCC(NC(=O)COC(=O)c2ccccc2[N+](=O)[O-])C1C (configuration not stated),2.8%,0.5%,-30.2%,-4.9%,3.2,1.2,-12.7%,1.4%
CC(C)/C=C1\CC/C(=C\c2cccnc2)C1=O,-1.5%,0.4%,-3.5%,13.0%,6.3,1.1,-0.1%,-4.8%
CCOc1cc(N2CCOCC2)c(OCC)cc1NC(=O)CN1CCCC(C)C1 (configuration not stated),0.5%,-12.1%,-14.0%,-4.1%,1.7,-3.1,-0.6%,-3.4%
CCOC(=O)c1c(NC(=O)COc2cccc3c2CCN(C)C3=O)sc2c1CCC2,-0.2%,-24.7%,-35.0%,2.3%,0.4,-2.3,-2.5%,-9.9%
COc1ccc(C2c3[nH]c4ccccc4c3CCN2C(=O)c2ccc(=O)n(C)n2)c(F)c1 (configuration not stated),0.0%,4.0%,-3.3%,-8.1%,1.3,2.5,1.6%,-9.6%
CCC(=O)N1CCc2cc(S(=O)(=O)CCC(=O)Nc3ccc(OC)c(OC)c3)ccc21,0.7%,-3.1%,-1.3%,5.7%,0.2,-1.3,-15.6%,2.3%
CC(C)CNC(=S)NNC(=O)c1ccc2c(c1)OCO2,-0.2%,1.5%,-6.7%,23.5%,3.6,-2.3,-2.6%,5.6%
Cc1ccc2cc3cc(C(=O)N4CCN(C(=O)c5ccco5)CC4)sc3nc2c1,-3.6%,11.4%,-27.6%,-2.2%,-26.1,-0.8,-12.0%,2.5%
Cc1ccccc1NC(=O)OCc1cccnc1Sc1ccc(Cl)cc1,-6.5%,16.3%,-22.8%,-11.3%,24.5,1.3,-2.5%,-20.6%
N#Cc1ccc(N2C(=O)[C@@H]3C(C(=O)C(c4ccccc4)c4ccccc4)=NN[C@@H]3C2=O)cc1,-8.3%,4.9%,-10.1%,-13.7%,-7.8,0.4,-18.7%,u
COC(=O)NN1C(=O)C(c2ccccc2)=C(c2ccc(Cl)cc2)C1=O,x,-2.9%,-0.5%,-10.7%,20.1,0.0,-27.5%,-19.7%
CCCCN1CC(=O)N2[C@H]3c4ccc(OC)cc4OC[C@@H]3[C@H](C(=O)OCC)[C@]2(C)C1=O,1.3%,-8.5%,6.1%,4.4%,5.4,0.0,3.9%,13.9%
O=C(c1ccccc1F)N1CCN(c2ccc([N+](=O)[O-])c3cccnc23)CC1,-0.4%,-1.0%,6.6%,-1.9%,6.0,0.6,-1.9%,-4.2%
CC1CCCCN1CCNC(=O)C1CCCN(S(=O)(=O)c2cccc3nsnc23)C1 (configuration not stated),1.9%,9.1%,-1.0%,-3.9%,6.7,0.6,-5.4%,-8.0%
COc1ccccc1C(=O)NCCCN1CCCC1=O,0.7%,2.3%,9.3%,-0.9%,x,-1.7,-7.7%,3.3%
COc1ccc(/C=C/C(=O)O)cc1S(=O)(=O)NCc1cccnc1,-0.5%,0.3%,-1.4%,2.2%,-4.6,0.0,-5.0%,1.2%
CCc1cc2c(=O)c(-c3nc4ccccc4n3C)coc2c(CN2CCCC(C)C2)c1O (configuration not stated),-2.1%,-12.8%,4.6%,4.8%,19.7,-0.6,2.9%,-4.2%
O=[N+]([O-])c1ccc2cn[nH]c2c1,-1.5%[15.4 µM],-15.0%,-0.1%,-5.0%,1.7,0.2,-25.8%,3.4%
CCC(C)OC(=O)c1[nH]c2c(c1C)C(=O)CC(c1ccc(N(C)C)cc1)C2 (configuration not stated),0.2%,-19.6%,1.8%,-6.1%,-15.1,-1.4,-6.0%,u
CCOC(=O)CNc1nc(Cl)nc(N2CCCCC2)n1,-2.2%,11.0%,-7.3%,-12.7%,10.0,-0.9,-3.3%,1.1%
O=S(=O)(c1ccccc1)N(Cc1ccccn1)Cc1ccccn1,-12.3%,14.6%,-6.2%,0.2%,-3.5,-4.6,-2.8%,-23.3%
CC1=C(C(=O)N2CCOCC2)CC(CC(=O)NCCCN(C)C)C(=O)N1CCCN1CCCC1=O (configuration not stated),x,-14.4%,-2.3%,6.0%,-0.9,0.9,-4.4%,17.8%
Cc1nc(C(F)(F)F)ccc1C(=O)Nc1ccccc1F,-1.1%,-5.9%,-20.4%,8.5%,3.4,-3.7,3.3%,-10.0%
O=C1c2cccc3c([N+](=O)[O-])ccc(c23)C(=O)N1c1nccs1,-8.3%,0.1%,2.1%,14.2%,x,-0.7,-10.9%,-0.3%
COc1cccc(C(=O)N2CCN(Cc3ccccn3)CC2)c1,-1.3%,2.3%,6.7%,5.2%,0.5,-1.5,-0.1%,-4.8%

# Overlap with the part before: 2 entries, followed by the next part.
SMILES,Mm-Cpn inhibitor,EPAC1 ag,WRN inhibitor,EPAC2 antagonist,PI5P4K alpha inh,CCT modulator,PLK1 PBD block,EPAC1 antagonist
O=C1c2cccc3c([N+](=O)[O-])ccc(c23)C(=O)N1c1nccs1,-8.3%,0.1%,2.1%,14.2%,x,-0.7,-10.9%,-0.3%
COc1cccc(C(=O)N2CCN(Cc3ccccn3)CC2)c1,-1.3%,2.3%,6.7%,5.2%,0.5,-1.5,-0.1%,-4.8%
CC1C(=O)N(Cc2cn(CCC3OCCCO3)nn2)CCS(=O)(=O)N1Cc1ccc(-c2ccc(F)cc2)cc1 (configuration not stated),x,-5.7%,-6.1%,-13.2%,-0.8,-3.4,0.1%,-3.9%
CN(CC(=O)Nc1ccc(Cl)c(C(F)(F)F)c1)C(=O)C1CCCO1 (configuration not stated),0.3%,-6.7%,-3.1%,1.4%,1.2,1.0,-9.9%,-9.8%
COc1ccc(S(=O)(=O)N/N=C(/C)c2ccco2)cc1,-0.4%,5.8%,-2.8%,-1.5%,8.4,-0.9,-5.5%,-7.2%
O=C(NC1CC1)c1cc2c(F)cccc2s1,1.0%,4.2%,-10.5%[57.1 µM],-3.9%,4.5,-1.2,-5.2%,-0.5%
CCOC(=O)c1c(CN2CCOCC2)n(-c2ccccc2)c2cc(Br)c(OC)cc12,0.9%,5.5%,-10.3%,-6.8%,17.4,1.3,-5.6%,-3.0%
COc1ccc(/C(N)=N/OC(=O)c2ccco2)cc1,-0.1%,1.6%,1.8%,-22.7%,-4.6,-0.8,-2.4%,6.7%
CCOC(=O)CSc1nc2c(sc(=S)n2Cc2ccco2)c(=O)n1-c1ccc(F)cc1,-10.9%,10.9%,-3.4%,0.4%,x,-1.1,0.0%,-7.3%
C/C(=N\NC(=O)C(=O)Nc1c(C)n(C)n(-c2ccccc2)c1=O)c1ccc(Cl)s1,-0.2%,3.9%,3.5%,2.2%,0.0,0.0,-12.1%,-5.7%
CCc1cc(C(=O)Nc2cc(Cl)ccc2N2CCN(C)CC2)sc1C,-0.3%,10.0%,-11.1%,3.1%,7.1,1.9,-10.5%,-2.2%
Cc1cc(C)c2oc(=O)cc(CN3CCC(C)CC3)c2c1,0.5%,-6.3%,-4.2%,-2.2%,2.7,-1.6,-5.6%,-16.9%
CN(C)c1ccc(-c2csc(C(O)(c3ccccc3)C(F)(F)F)n2)cc1 (configuration not stated),x,-10.7%,-10.3%,-9.9%,-6.9,-0.1,-12.3%,-23.0%
O=C(NCCc1ccccc1)c1cccnc1N1CCCCCC1,-1.2%,-1.8%,-6.3%,-1.6%,x,-1.6,-0.9%,4.4%
Cc1ccc(NC(=S)N2CCC(NC(=O)c3ccco3)CC2)cc1C,-0.6%,12.7%,1.6%,2.0%,-4.3,-1.2,-14.4%,u
CC(=NNC(=S)N(Cc1ccccn1)Cc1ccccn1)c1cnccn1,x,-4.8%,6.0%,10.2%,-6.7,1.7,-22.3%,-9.6%
CCN(CC)S(=O)(=O)c1ccc(/C=C/C(=O)OCC(=O)Nc2ccc(C(N)=O)cc2)cc1,-0.1%,3.5%,-13.3%,-11.4%,-13.3,-0.9,-4.8%,-13.6%
CCn1cc(C(=O)OC)c(=O)c2ccc(C)nc21,0.9%,-5.9%,-3.7%,0.7%,1.1,-3.0,-7.5%,-18.3%
CCNC(=O)c1sccc1-n1cccc1,1.9%,0.6%,-4.7%,20.9%,1.4,0.3,-8.2%,17.9%
Cc1cc2c(cc1S(=O)(=O)N1CCN(c3cccc(C(F)(F)F)c3)CC1)OCC(=O)N2,-0.8%,-19.7%,10.0%,15.6%,-3.6,-0.4,21.2µM*,-3.4%
Cc1cc(CCNC=O)c(C)c2c1oc1ccccc12,x,1.7%,4.2%,-11.1%,44.5,1.5,0.5%,-7.0%
NNC(=O)c1ccc(-c2cccc([N+](=O)[O-])c2)o1,-2.9%,-6.0%,-15.4%,1.9%,-2.8,1.1,6.5%,-18.1%
N/C(Cc1ccc([N+](=O)[O-])cc1)=N\OC(=O)c1ccccc1Br,0.3%,7.6%,-6.1%[57.1 µM],-0.4%,-6.7,-2.8,-0.8%,-7.7%
COc1cccc(NC(=O)c2ccc(NC(=O)C(C)C)cc2)c1,1.2%,-9.0%,-16.3%,0.6%,-1.8,0.0,-27.6%,-1.4%
COc1ccc(CN2CCNC(=O)C2CC(=O)N(C)Cc2ccon2)c(F)c1 (configuration not stated),2.9%,5.0%,-20.4%,4.8%,0.5,-1.6,-2.1%,9.5%
COc1cc(/C=C2/C(=N)N3N=C(CC(=O)N4CCOCC4)SC3=NC2=O)ccc1OC(C)c1ccccc1 (configuration not stated),-0.1%,13.8%,-4.1%,-5.1%,-9.5,1.4,u,7.4%
Cc1cc2c(ncn2Cc2ccccc2)c(N)c1C,-1.1%,9.3%,-3.4%,-7.3%,0.7,-4.9,-11.0%,4.6%
O=C(NCn1ccc(=O)[nH]c1=S)c1ccccc1,0.4%,0.3%,-3.0%,2.2%,-5.5,0.3,-2.4%,-6.6%
COc1ccc(C(=O)N/N=C(\C)CC(=O)Nc2cccc(C(F)(F)F)c2)cc1,0.7%,5.4%,-12.6%,-11.0%,4.2,0.1,-1.9%,-19.7%
Cc1cc2oc3ccc(NCCC4CCCN4C)cc3c(=O)c2cc1C (configuration not stated),x,3.2%,8.0%[11.6 µM],-6.2%,-27.4,1.9,0.2%,-25.4%
COCCNC(=O)C1CCCN(C(=O)c2cc(C(C)(C)C)nn2C)CC1 (configuration not stated),x,-15.2%,10.6%[57.1 µM],0.3%,-3.9,-0.1,0.9%,7.5%
